High-throughput results from PubChem BioAssay.
D2 antagonist = antagonists of human D2 dopamine receptor; AID 485344; actives 2% (n = 340,000); HEK293 TREx D2 cells, calcium flux, dopamine EC80; P14416; inhibition, % at 10 µM; in the data active = inhibition above about 30%; note: 0% is about no effect
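HEK293 T-REx D2 cells, tet-induced, calcium dye no-wash. Cpd pintool add, 180 s kinetic, then EC80 DA, 180 s kinetic. Ca flux read.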
D1 antagonist = antagonists of human D1 dopamine receptor | P21728 | HEK293 TREx D1 cells, calcium flux, dopamine EC80; active compounds read low | activity change, negative = inhibition, % at 10 µM | actives 3.2% (n = 360,000) | AID 504652; in the data active = activity change below about -30%; note: % is set by controls: 0 for no effect and ±100 for the full control effect
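Antagonism measured as reduced calcium response to an EC80 dopamine addition following 180 s compound pre-read; cells were inducible HEK293 Trex D1 plated overnight at 30 C, read kinetically at 1 cycle/sec.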
D2 PAM = positively modulates the human D2 dopamine receptor allosterically; P14416; HEK293 T-REx D2, calcium flux, EC20 dopamine potentiation; potentiation, % at 10 µM; actives 0.34% (n = 340,000); AID 485347;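 active = potentiation over 3 SD above the plate norm, cut at about 30% in these data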; note: 0% is about no effect
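Potentiation of an EC20 dopamine calcium response is measured in a force-coupled, tetracycline-inducible Hek293 Trex D2 line. Compound-only kinetic reads over 180 s flag agonists before dopamine addition.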
TRHR ag = TRH receptor (human) agonism | P34981 | TRHR cells, calcium flux fluo-8, FDSS agonist mode | activation, % at 2 µM | actives 0.18% (n = 360,000); note: 0% is about no effect
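Steps: seed TRHR cells overnight; add fluo-8 no-wash Ca dye, RT 30 min–1.5 h; record 10 s baseline; pin-transfer compounds; monitor fluorescence 1 cycle/s for the agonist window. Calcium increases flag candidate agonists.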
TRHR enhancer = TRH receptor (human) allosteric enhancement; enhancement, % at 2 µM; AID 493056; TRHR cells, fluo-8 calcium fluorescence, EC20 TRH enhancement; actives 0.66% (n = 360,000); in the data active = enhancement above about 30%; note: 0% is about no effect
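TRHR-expressing cells loaded with fluo-8 calcium dye were read kinetically (ex 480/em 530) during compound addition, then stimulated with an EC20 of TRH (10 nM final). Enhancement of the Gq-mediated intracellular calcium response was scored.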
D1 PAM = enhances dopamine response at the human D1 receptor. HEK293 TREx D1 cells, calcium flux, dopamine EC20 potentiation. AID 504651. actives 0.036% (n = 360,000). potentiation, % at 10 µM; in the data active = potentiation above about 30%; note: 0% is about no effect
RXFP1 antagonist = RXFP1 (human) relaxin receptor antagonism; actives 0.59% (n = 350,000); HEK293-RXFP1, relaxin-stimulated cAMP HTRF, 30 min; active compounds read low; Q9HBX9; AID 1259400; activity change, negative = inhibition, % at 57.5 µM;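 active = activity change of -60% or lower, but not beyond a set lower limit; inconclusive = change between -60% and -40%, or beyond the set limit; inactive = change above -40%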; note: % is set by controls: 0 for no effect and ±100 for the full control effect
Target sequence (Q9HBX9 whole entry, looked up): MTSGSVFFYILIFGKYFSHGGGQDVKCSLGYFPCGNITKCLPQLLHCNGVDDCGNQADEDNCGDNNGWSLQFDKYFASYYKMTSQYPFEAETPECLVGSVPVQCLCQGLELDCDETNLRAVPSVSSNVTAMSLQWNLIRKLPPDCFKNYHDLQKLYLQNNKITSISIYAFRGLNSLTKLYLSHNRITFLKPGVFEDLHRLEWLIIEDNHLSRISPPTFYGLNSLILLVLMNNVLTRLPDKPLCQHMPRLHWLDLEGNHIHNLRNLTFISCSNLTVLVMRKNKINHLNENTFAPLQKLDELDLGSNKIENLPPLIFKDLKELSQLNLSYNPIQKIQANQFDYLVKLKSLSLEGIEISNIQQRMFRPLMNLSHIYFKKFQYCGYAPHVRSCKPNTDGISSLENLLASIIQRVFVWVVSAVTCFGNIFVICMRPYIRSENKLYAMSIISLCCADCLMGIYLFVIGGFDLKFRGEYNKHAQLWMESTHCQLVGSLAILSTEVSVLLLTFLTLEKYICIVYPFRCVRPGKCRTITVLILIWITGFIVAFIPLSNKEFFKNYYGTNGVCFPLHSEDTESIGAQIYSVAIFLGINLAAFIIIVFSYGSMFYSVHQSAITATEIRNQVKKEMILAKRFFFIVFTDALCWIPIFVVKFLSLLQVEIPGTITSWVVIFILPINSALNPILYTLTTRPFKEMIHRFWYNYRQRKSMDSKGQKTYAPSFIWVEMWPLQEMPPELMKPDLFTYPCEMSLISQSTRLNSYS
D2 agonist = activates the human D2 dopamine receptor; P14416; HEK293 T-REx D2 cells, calcium flux agonist mode; activation, % at 2 µM; actives 0.53% (n = 340,000); AID 485358;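 active = activation over 3 SD above normal in the single-dose calcium agonist read, cut at about 30% in these data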; note: 0% is about no effect
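In this primary screen, compounds producing a positive calcium signal within 180 s of addition to tetracycline-induced, force-coupled HEK293 Trex D2 cells are flagged; cells are dye-loaded with a no-wash calcium kit beforehand.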
D1 ag = activates the human D1 dopamine receptor; P21728; HEK293 T-REx D1 cells, calcium flux, agonist mode; activation, % at 2 µM; actives 1% (n = 360,000); note: 0% is about no effect
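Tetracycline-induced HEK293 TREx D1 cells, force-coupled to calcium signalling, were dye-loaded with a no-wash calcium kit. Compound was pin-added after a 10 s baseline. Fluorescence was read kinetically at 1 cycle/s for 180 s, with calcium rises flagged as agonism.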
Starred values were filed as active, the others as inactive; ? = inconclusive; . = no result given. Cut-off read from the data, not from the text of the source, unless noted: active = activation above about 30%; inactive = the rest.

Molecule | D2 PAM | RXFP1 antagonist | D1 antagonist | D1 PAM | D2 antagonist | D2 agonist | D1 ag | TRHR ag | TRHR enhancer
CCOc1ccc(C(C(=O)NCC2CCCO2)N(C(=O)c2snc(C(N)=O)c2N)c2ccccc2F)cc1 (stereo not drawn) | 1 | ? | -9 | -3 | -12 | -1.1 | 2 | 0.3 | -3
Cc1cc(C(=O)CN2C(=O)NC(c3ccccc3)(c3ccccc3)C2=O)c(C)n1Cc1ccccc1 | -8 | 3 | -15 | -6 | -1 | -0.6 | 5 | 1.2 | -7
CC(=O)C1=C(O)C(=O)N(CCCN2CCOCC2)C1c1ccccc1[N+](=O)[O-] (stereo not drawn) | -5 | -3 | 4 | 5 | -2 | -0.7 | 1 | 0.6 | 2
Cc1cc(C=O)c(C)n1-c1ccc(NC2CCCC2)c([N+](=O)[O-])c1 | 3 | -65* | -11 | -7 | -4 | -0.2 | 3 | 0.9 | 3
Cc1ccccc1-c1nnn(CC(=O)NCc2ccc3c(c2)OCO3)n1 | 3 | 17 | -4 | -2 | -19 | -0.3 | 1 | -1.2 | 15
CCN(c1c(C)n(C)n(-c2ccccc2)c1=O)S(C)(=O)=O | -1 | 9 | -3 | -5 | -4 | -0.2 | 2 | -0.7 | -1
CCCC(=O)N1CCN(c2nc3ccc(F)cc3s2)CC1 | 0 | -1 | . | 1 | . | . | 8 | 0.1 | -1
O=C(CCS(=O)(=O)c1cc(Br)cc2c1N(C(=O)C1CC1)CC2)N1CCN(c2ccccc2)CC1 | 0 | 2 | -5 | -2 | . | . | 0 | -1.1 | -3
O=C(/C=C/c1cccc([N+](=O)[O-])c1)c1ccc2c(c1)OCCO2 | 7 | -4 | -8 | -2 | -7 | 1.0 | 5 | 0.2 | -2
CC1CCN(C(=O)CSc2nnc(N)s2)CC1 | -4 | 3 | 1 | -11 | 12 | -0.5 | 1 | -0.3 | -6
COC(=O)c1c(C(=O)OC)c(-c2ccccc2)n2c1CS(=O)(=O)C2 | 0 | 3 | 4 | -6 | -13 | -0.2 | -1 | -0.4 | 4
O=[N+]([O-])c1ccc(COc2cccc3cccnc23)cc1 | -8 | -6 | 1 | -2 | -4 | 1.4 | 3 | 1.5 | 1
CCOc1ccc(-n2nc3cc(C)c(N)cc3n2)cc1 | -13 | 3 | -30* | -3 | 9 | 0.6 | 0 | 1.0 | -6
O=C(Nc1nn[nH]n1)c1ccc(S(=O)(=O)N2CCCCC2)cc1 | 1 | 5 | -1 | -4 | 7 | 0.2 | 1 | 0.4 | 3
COc1ccc(C(=O)Nn2c(SCC(=O)c3ccc(Cl)cc3)nc3ccccc3c2=O)cc1 | 1 | -15 | 3 | -2 | 7 | -0.3 | 6 | 0.7 | -3
Cc1noc(C)c1CSc1nnnn1-c1ccc(Cl)cc1 | 2 | -1 | -4 | -1 | 5 | -0.3 | 2 | -0.4 | 2
CCOC(=O)C1=C(N)OC2=C(C(=O)CC(C)(C)C2)C1c1ccccc1OC (stereo not drawn) | -16 | -6 | -3 | -4 | 3 | -0.6 | 0 | -0.5 | -7
CCN(C(=O)COC(=O)c1c(-c2ccccc2)noc1C)C1CCS(=O)(=O)C1 (stereo not drawn) | 1 | 2 | 2 | -4 | 1 | 1.1 | 3 | 0.0 | -2
Cc1ccc(S(=O)(=O)N2CCN(S(=O)(=O)c3ccccc3)C2c2ccc(N(C)C)cc2)cc1 (stereo not drawn) | -4 | 0 | . | -1 | 0 | -0.3 | 1 | -0.3 | -2
NCCSc1c(-c2ccc(Cl)cc2)[nH]c2ccccc12 | -20 | -7 | 2 | -8 | -7 | 1.5 | 26 | 0.5 | -2

Additional entries follow:
Molecule | D2 PAM | RXFP1 antagonist | D1 antagonist | D1 PAM | D2 antagonist | D2 agonist | D1 ag | TRHR ag | TRHR enhancer
COc1cc(NC(=O)c2ccccc2F)ccc1NC(=O)c1cc2ccccc2o1 | . | -11 | 9 | -6 | . | . | 2 | -0.3 | -6
O=C(CCN1C(=O)C2C3CCC(C3)C2C1=O)OCC(=O)c1ccc(Cl)cc1 (stereo not drawn) | -5 | -6 | -8 | -6 | -16 | 0.4 | 9 | -0.2 | 1
CCOc1ccc(-c2cc(NC(=O)Nc3ccc(Cl)cc3)c(C(=O)OC)s2)cc1 | -1 | -5 | -22 | -2 | . | -0.8 | 3 | 0.2 | 9
CC(C)C(NC(=O)c1ccc(Br)cc1)C(=O)NC1=NCCS1 (stereo not drawn) | -11 | -1 | -11 | -8 | -4 | -0.1 | -1 | 0.6 | -1
N#C/C(=C/c1ccc(N2CCOCC2)c([N+](=O)[O-])c1)C(N)=O | 1 | 8 | 4 | -5 | 12 | -0.2 | 4 | 0.6 | -3
CCn1cc(C(=O)NCCCOC)c(=O)c2cc(S(=O)(=O)N3CCc4ccccc4C3)ccc21 | . | . | -14 | -2 | . | -1.1 | 0 | -0.5 | -7
CCN(C(=O)c1sc2nc3n(c(=O)c2c1C)CCCC3)c1ccccc1F | -5 | -35 | -37* | 3 | . | 1.5 | 35* | 2.5 | 2
OCc1cc(-c2ccc(Cl)c(Cl)c2)on1 | 8 | 10 | -11 | -8 | 2 | -1.7 | 3 | -1.0 | -6
CCCCCc1ccc(-c2cn(CC3CCCCC3)nn2)cc1 | -3 | . | -7 | 4 | 21 | -0.5 | 2 | 0.4 | 4
CCSc1nnc(NC(=O)[C@H](C)N2C(=O)C3CC=CCC3C2=O)s1 (stereo partly drawn) | -4 | -3 | 0 | 0 | -3 | -0.2 | 2 | -2.0 | 11
CCOC(=O)c1ccc([N+](=O)[O-])cc1NC(C)=O | 6 | 7 | -15 | -6 | -4 | 0.5 | 4 | -0.1 | 0
COc1cccc(CNC(=O)c2ccncc2)c1 | -7 | 2 | 13 | -3 | -8 | 0.4 | 1 | 0.2 | 32*
O=C(Nc1ccc(C(F)(F)F)cc1)C1CCN(S(=O)(=O)c2ccc(N3CCCC3=O)cc2)CC1 | . | 7 | 5 | 10 | . | . | -1 | 0.1 | 0
CCC1(c2ccc(F)cc2)NC(=O)N(CC(=O)N2c3ccccc3NC(=O)CC2C)C1=O (stereo not drawn) | 1 | -4 | 13 | 1 | 5 | 0.3 | 0 | 0.4 | 4
COc1cccc(NC(=O)c2ccc3c(SCC(=O)O)c4c(nc3c2)CCCC4)c1 | -4 | -2 | 17 | 13 | -37 | -0.6 | -3 | -0.4 | -4
CC(CCc1ccccc1)NC(=O)COC(=O)c1cccs1 (stereo not drawn) | -7 | 1 | -4 | 0 | -3 | -0.1 | 1 | -1.6 | -4
O=C(NCCN1CCCC1)C1CC(=O)N(C2CCCCC2)C1 (stereo not drawn) | 16 | -2 | 9 | -2 | 0 | 0.8 | 2 | -0.6 | 4
COc1cccc(CC(=O)Nc2nc3c(s2)C(=O)CC(C)(C)C3)c1 | -2 | -8 | -11 | -10 | 4 | 0.2 | 8 | 0.3 | 1
COc1cccc(-n2nnc3c(=O)n(CC(=O)Nc4cc(C)on4)cnc32)c1 | -5 | 3 | 1 | -2 | -24 | 3.1 | 2 | 0.1 | -1
Cc1ccc2nc(-c3ccccc3C)oc(=O)c2c1 | 1 | 1 | 2 | 1 | 19 | 0.2 | 4 | 0.1 | 1

TRHR enhancer, entries above that show a hit.
SMILES,D2 PAM,RXFP1 antagonist,D1 antagonist,D1 PAM,D2 antagonist,D1 ag,TRHR enhancer
COc1cccc(CNC(=O)c2ccncc2)c1,-7,2,13,-3,-8,1,32*

More compounds
Molecule | D2 PAM | RXFP1 antagonist | D1 antagonist | D1 PAM | D2 antagonist | D2 agonist | D1 ag | TRHR ag | TRHR enhancer
O=C(/C=C/Nc1ccc(Br)cn1)c1cccc(OC(F)F)c1 | -14 | -12 | -19 | -10 | 21 | 0.4 | 3 | 0.0 | -11
O=C(C1CCCN1S(=O)(=O)c1ccc(Cl)cc1)N1CCOCC1 (stereo not drawn) | 0 | 1 | 0 | -6 | -12 | -0.8 | 1 | -0.1 | -4
O=C(Cn1c(=O)cnc2ccccc21)Nc1cccc(S(=O)(=O)N2CCOCC2)c1 | -6 | -1 | -7 | -6 | 25 | 0.2 | 2 | 0.1 | -4
COc1ccc(F)cc1S(=O)(=O)Nc1ccncc1 | -4 | -4 | 2 | 1 | -5 | 1.5 | 0 | 0.5 | -11
COc1ccc(CC(=O)NCc2cn3ccsc3n2)cc1 | -13 | -12 | -4 | -2 | -14 | -0.4 | 4 | 0.0 | 6
Cc1ccc(Cl)cc1NC(=O)Cn1nc(-c2cccs2)ccc1=O | -11 | -15 | 5 | 5 | 20 | 0.7 | 7 | 1.0 | -5
CCO[C@H]1OC(C(=O)N2CCN(C)CC2)=C[C@@H](c2ccc(C(F)(F)F)cc2)[C@@H]1CCCO | 4 | . | -20 | 1 | 3 | -0.5 | -3 | -0.2 | 2
COc1ccc(N2CCN(S(=O)(=O)CCNS(=O)(=O)c3ccccc3)CC2)cc1 | -7 | 0 | 18 | -1 | -4 | 0.2 | 6 | 0.3 | 0
CCCOc1ccc(OCCn2nc(C(=O)O)c3ccccc3c2=O)cc1 | 19 | -9 | -3 | -7 | 8 | -0.2 | 8 | 0.1 | 6
C/C(=N\O)c1cccc(Br)c1 | 1 | 6 | 6 | 3 | -5 | -0.1 | 1 | -1.1 | -1
O=C1C2C3C=CC(C3)C2C(=O)N1Cc1cccnc1 (stereo not drawn) | -2 | 1 | -2 | 4 | -8 | -0.4 | 1 | 0.0 | 1
CC(=O)Nc1cccc(C(=O)OCC(=O)Nc2c(C)nn(-c3ccccc3)c2C)c1 | -4 | 4 | 8 | -7 | -15 | 0.9 | 1 | -0.2 | 3
O=C(N/N=C/c1cccc(F)c1)c1ccc(Cl)cc1 | . | ? | -5 | -8 | . | . | 0 | -0.5 | -6
COC(=O)c1ccc(NC(=O)CSc2cn(CC(=O)N3CCCCC3)c3ccccc23)cc1 | 2 | -22 | -10 | -5 | . | -1.1 | 13 | 0.0 | -4
CCOc1ccc(-n2c(=O)c3c4c(sc3n(CC(=O)NC(C)CC)c2=O)CCCC4)cc1 (stereo not drawn) | -6 | 9 | 5 | 1 | . | 0.5 | -1 | -0.3 | -9
COC(=O)C(CC(C)C)NC(=O)c1ccc(F)cc1 (stereo not drawn) | . | 5 | -2 | 0 | . | . | -1 | 0.2 | 0
CC(=O)Nc1nnc(SCc2ccc(C(=O)Nc3ccccc3F)cc2)s1 | 3 | 3 | 20 | 7 | 1 | -0.4 | 2 | 0.5 | -2

Entries from the list above that have an NH in an aromatic ring, in the order listed:
Molecule | D2 PAM | RXFP1 antagonist | D1 antagonist | D1 PAM | D2 antagonist | D2 agonist | D1 ag | TRHR ag | TRHR enhancer
O=C(Nc1nn[nH]n1)c1ccc(S(=O)(=O)N2CCCCC2)cc1 | 1 | 5 | -1 | -4 | 7 | 0.2 | 1 | 0.4 | 3
NCCSc1c(-c2ccc(Cl)cc2)[nH]c2ccccc12 | -20 | -7 | 2 | -8 | -7 | 1.5 | 26 | 0.5 | -2
